TcdB GH inh: inhibitors of Clostridioides difficile toxin B glycohydrolase. TcdB glycohydrolase enzymatic assay, plate reader. inhibition, % at 9.99 µM. P18177. 350,000 compounds, 0.24% hits. AID 652162; in the data active = inhibition above about 10%
BoNT A protease: inhibitors of Botulinum neurotoxin A light chain protease; multiplex microsphere protease substrate cleavage, flow cytometry; inhibition, % at 10 µM; 360,000 compounds, 0.17% hits; AID 588499; also: plate controls were buffer without enzyme for full effect and enzyme alone for no effect
PrPC surface inh: cell surface PrPC inhibition, primary TR-FRET screen. P04156. TR-FRET read-out. inhibition, % at 13.8 µM. 370,000 compounds, 0.43% hits; in the data active = inhibition above about 24%; also: 0% = median of the test wells and 100% = reference compound wells
Anthrax LF inh2: blocks Bacillus anthracis lethal factor protease; P15917; multiplex microsphere protease cleavage assay, LF; inhibition, % at 10 µM; 360,000 compounds, 0.12% hits; AID 588501; also: plate controls were buffer without enzyme for full effect and enzyme alone for no effect
Target sequence (P15917 whole entry, looked up): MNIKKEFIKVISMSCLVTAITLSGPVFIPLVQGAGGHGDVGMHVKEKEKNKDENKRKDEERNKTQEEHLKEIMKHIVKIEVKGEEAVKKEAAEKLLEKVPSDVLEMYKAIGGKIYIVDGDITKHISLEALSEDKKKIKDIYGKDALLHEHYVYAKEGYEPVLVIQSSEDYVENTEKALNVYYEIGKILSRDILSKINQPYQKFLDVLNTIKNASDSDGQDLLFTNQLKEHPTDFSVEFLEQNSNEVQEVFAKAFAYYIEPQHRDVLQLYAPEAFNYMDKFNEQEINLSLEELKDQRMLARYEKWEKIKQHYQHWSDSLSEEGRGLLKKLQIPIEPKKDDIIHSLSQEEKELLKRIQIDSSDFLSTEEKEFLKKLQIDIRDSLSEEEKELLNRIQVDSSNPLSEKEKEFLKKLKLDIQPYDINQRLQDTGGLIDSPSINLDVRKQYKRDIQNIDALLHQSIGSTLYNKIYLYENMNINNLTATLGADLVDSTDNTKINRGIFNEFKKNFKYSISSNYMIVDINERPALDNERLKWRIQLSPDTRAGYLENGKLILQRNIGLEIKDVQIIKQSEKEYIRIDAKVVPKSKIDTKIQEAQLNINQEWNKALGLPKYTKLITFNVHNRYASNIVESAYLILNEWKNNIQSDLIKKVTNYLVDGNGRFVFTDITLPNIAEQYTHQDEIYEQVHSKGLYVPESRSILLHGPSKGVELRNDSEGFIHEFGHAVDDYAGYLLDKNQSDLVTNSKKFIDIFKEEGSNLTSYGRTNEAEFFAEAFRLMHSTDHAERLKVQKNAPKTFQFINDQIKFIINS
SSB-PriA inh: blocks PriA binding to SSB C-terminal tail | AlphaScreen SSBct-PriA binding, biotinylated peptide | inhibition, % at 33 µM | 430,000 compounds, 0.6% hits; in the data active = inhibition mostly above about 37%, no sharp cut-off; inactive = mostly below about 20%;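 also: plate controls were negative control peptide for no effect and reference peptide for full effect; strong numbers were not always called active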
3CLpro inhibitor: SARS-CoV 3CLpro protease inhibition | inhibition, % at 6 µM | 290,000 compounds, 0.14% hits | P0C6X7 | recombinant SARS-CoV 3CLpro, quenched FRET peptide cleavage; in the data active = inhibition above about 12%
Vc quorum ag: induces V. cholerae light production without autoinducers. V. cholerae BH1578 lux reporter, luminescence, 6 h. activation, % at 18.7 µM. 350,000 compounds, 0.16% hits. AID 588436; in the data active = activation mostly above about 9.7%, no sharp cut-off; also: not every result past the cut was called active; inactives centre near 0; reference of the scale not given here
PfHsp40 yeast: restores yeast growth despite PfHsp40 toxicity | S. cerevisiae expressing PfHsp40, growth rescue, ATP luminescence | growth rescue, % at 12.5 µM | 340,000 compounds, 0.68% hits | AID 504582; in the data active = growth rescue above about 28%, passing the limit was not always enough;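 also: yeast W303a lacking pdr1 and pdr3 grown in galactose medium; growth measured after three days at 30 °C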
Y pestis TopoI: Y. pestis Topo-I inhibition via cleavage products. Y. pestis Topo-I cleavage product accumulation, plate reader. 360,000 compounds, 0.064% hits. activity, % at 10 µM. AID 504884; in the data active = activity above about 50%, passing the limit was not always enough; also: inactives centre near 2
Active calls of the source: *; i = inactive; . = no result given. Rule as the data show it, unless noted: active = inhibition above about 30%; inconclusive = no clear call, values can overlap the other calls; inactive = below that.

SMILES | TcdB GH inh | BoNT A protease | PrPC surface inh | Anthrax LF inh2 | SSB-PriA inh | 3CLpro inhibitor | Vc quorum ag | PfHsp40 yeast | Y pestis TopoI
COCCNC(=S)Nc1ccc2nsnc2c1 | . | 2.6 | -15 | 5 | -9 | -5 | -0.1 | -0.1 | -1
Cc1cc(C)c2nc(NC(=O)c3cc(C)on3)sc2c1 | . | -0.2 | 1 | 5 | 2 | -6 | i | 1.5 | 10
Cc1nc2c(C)cccc2cc1C(=O)N/N=C/c1ccc(C(=O)O)cc1 | -0.1 | -0.7 | -1 | -4 | . | 1 | -0.3 | -0.7 | 7
O=C(Cn1cnc2ccc(Cl)cc2c1=O)c1cccs1 | . | -0.3 | 13 | -13 | -16 | 5 | 0.2 | 0.0 | 7
CCC(COC(=O)NC)NC(=O)Oc1cccc(C)c1 (stereo not given) | . | 0.4 | -7 | -7 | 8 | -6 | . | 6.2 | 1
CCOC(=O)C(=Cc1cn(C)c2ccc(S(=O)(=O)N(C)C)cc12)C(=O)OCC | 0.6 | -0.7 | 0 | 5 | 2 | 0 | 2.0 | 0.1 | 5
CCOC(=O)C1(CC2CC2)CCN(Cc2cnc(N(C)C)s2)CC1 | 1.0 | -1.1 | 0 | 1 | -13 | 2 | -0.5 | 0.1 | -2
COc1ccccc1CCNS(=O)(=O)c1cn(C)c(=O)n(C)c1=O | 0.0 | -0.4 | -7 | 3 | -3 | 2 | -0.3 | 7.7 | -6
CC(N=C1NS(=O)(=O)c2ccccc21)C(=O)N1CCc2ccccc2C1 (stereo not given) | -0.1 | -0.2 | -6 | 1 | -6 | 0 | -0.3 | -1.2 | 6
O=C(C1CCN(S(=O)(=O)c2cccc3nsnc23)CC1)N1CCN(c2ccccc2F)CC1 | 0.0 | 0.0 | -27 | -3 | -6 | -3 | -0.8 | 0.5 | 27
CC(C)c1nc(NCCO)c(C#N)c2c1CCCC2 | 3.5 | -1.4 | 2 | 9 | -6 | 3 | -0.2 | 2.1 | 12
Cc1ccc(S(=O)(=O)N(C)C)cc1NC(=S)Nc1ccc2cn[nH]c2c1 | 3.4 | -0.3 | 8 | 2 | -1 | -4 | 1.4 | -0.6 | 5
CCOC(=O)c1c(C2CC2)csc1NC(=O)COC(=O)c1cc(OC)c(OC)cc1[N+](=O)[O-] | 0.2 | -0.4 | 3 | -1 | 5 | 8 | i | -0.9 | 1
O=C(Cc1ccccc1[N+](=O)[O-])N1CCN(Cc2ccc3c(c2)OCO3)CC1 | 1.3 | -0.5 | -9 | -9 | -1 | 0 | 0.3 | 0.2 | 10
CCOC(=O)Cn1c(=O)oc2cc(S(=O)(=O)N3CCCC(C)C3)ccc21 (stereo not given) | 1.0 | -1.1 | -2 | -1 | 1 | 1 | 1.8 | -0.5 | -2
CCOC(=O)c1cc(C#N)c(Nc2ccc(C)cc2)nc1C(F)(F)F | -0.2 | 5.1 | 2 | -1 | -11 | 3 | 4.0 | 0.3 | 3
O=c1[nH]c(C2CCN(S(=O)(=O)c3ccc(C(F)(F)F)cc3)CC2)nc2c1nnn2Cc1ccccc1 | 0.9 | -3.0 | 1 | 15 | -4 | 3 | -0.2 | 2.8 | 25
COC(=O)c1c(N(S(C)(=O)=O)S(C)(=O)=O)sc2c1CCN(c1ncc(C(F)(F)F)cc1Cl)C2 | . | 0.6 | 11 | -1 | 0 | 6 | 7.1 | 0.2 | 24
O=C(CC1S/C(=N/N=C/c2cccs2)NC1=O)Nc1ccccc1F (stereo not given) | -0.2 | -1.5 | -3 | 1 | . | -1 | -0.3 | 0.2 | 2
O=C(c1cc2cc(Cl)ccc2[nH]1)N1CCN(c2ccc(F)cc2)CC1 | 0.8 | -3.1 | 2 | -19 | -16 | 1 | -0.5 | -1.3 | 1
CCC(=Nc1cccc(C(F)(F)F)c1)c1c(O)n(C)c(=O)n(C)c1=O | 1.5 | 0.2 | 4 | -12 | 1 | 3 | -0.4 | 1.1 | 2
CCC1CCCCN1CCCNC(=O)CN1C(=O)COc2ccc(S(=O)(=O)N3CCOCC3)cc21 (stereo not given) | -0.3 | -1.4 | -2 | 4 | -4 | -5 | -0.2 | 0.0 | -3
O=C(CCC(=O)N1CCN(S(=O)(=O)c2ccc(Cl)cc2)CC1)NCc1ccccc1 | . | 0.1 | -1 | -2 | -21 | 5 | 3.8 | -1.1 | 6
CCc1ccc(S(=O)(=O)Nc2nnc(N)s2)cc1 | 1.1 | -2.7 | 6 | -2 | 1 | 4 | i | -0.8 | 2
O=C(CN(C1CCCCC1)S(=O)(=O)c1ccccc1)NCc1ccco1 | . | 0.4 | 7 | 3 | -16 | 1 | i | -0.3 | 12
CC(C)n1nc(C(=O)NCc2ccc3c(c2)OCO3)c2ccccc2c1=O | 1.2 | -0.5 | 2 | -3 | 3 | 1 | 0.3 | -0.3 | 4
COCc1ccc(CN2CCCC(CCC(=O)NCc3ccc(C)o3)C2)o1 (stereo not given) | -0.5 | -0.5 | 1 | -8 | -13 | -3 | -0.8 | 0.4 | -4
O=S(=O)(c1ccc(F)cc1)N1CCN(C(=S)NCc2ccccc2)CC1 | -1.5 | 0.4 | 8 | -1 | -8 | 0 | -2.0 | -0.2 | 3
CS(=O)(=O)N(CC(=O)NCC1CCCO1)c1cc(Cl)cc(Cl)c1 (stereo not given) | 0.5 | 0.1 | -3 | -3 | -2 | -7 | -3.7 | -1.9 | -2
CC(C)(C)n1nnnc1C(c1ccnc2ccccc12)N1CCN(C/C=C/c2ccccc2)CC1 (stereo not given) | 2.2 | -0.9 | 2 | -1 | . | . | . | . | .
COc1cccc(NCc2nnc(SCC(=O)NC3CCS(=O)(=O)C3)n2C2CCCCC2)c1 (stereo not given) | -2.6 | 6.3 | -1 | 1 | -1 | . | i | -1.0 | -2
CCC(=O)NC(=S)Nc1ccc(NC(=O)COc2ccc(Cl)c(C)c2)cc1 | 0.8 | -1.6 | 1 | -1 | -1 | 0 | -0.3 | 4.5 | 4
CCCCOc1ccc(OCCNS(=O)(=O)N(C)C)cc1 | 0.9 | -0.4 | 11 | -6 | -12 | -2 | i | 0.0 | 11
CC(C)(C)n1nnnc1C(c1ccncc1)N1CCCCCC1 (stereo not given) | . | 1.7 | 8 | 0 | -11 | 2 | i | -1.6 | 5
CC(CCc1ccccc1)NC(=O)CN1CCN(Cc2ccc(Cl)cc2)C1=O (stereo not given) | 0.6 | -1.2 | 0 | 6 | -25 | -4 | -0.3 | 1.0 | 31
COc1cccc(CNCc2ccc3c(c2)OCO3)c1 | 0.2 | -1.8 | 1 | 5 | -12 | -4 | -0.7 | -0.2 | -3

In a second layout: results already given.
| Structure | TcdB GH inh | BoNT A protease | PrPC surface inh | Anthrax LF inh2 | SSB-PriA inh | 3CLpro inhibitor | Vc quorum ag | PfHsp40 yeast | Y pestis TopoI |
| --- | --- | --- | --- | --- | --- | --- | --- | --- | --- |
| COC(=O)c1c(N(S(C)(=O)=O)S(C)(=O)=O)sc2c1CCN(c1ncc(C(F)(F)F)cc1Cl)C2 | . | 0.6 | 11 | -1 | 0 | 6 | 7.1 | 0.2 | 24 |
| O=C(CC1S/C(=N/N=C/c2cccs2)NC1=O)Nc1ccccc1F (stereo not given) | -0.2 | -1.5 | -3 | 1 | . | -1 | -0.3 | 0.2 | 2 |
| O=C(c1cc2cc(Cl)ccc2[nH]1)N1CCN(c2ccc(F)cc2)CC1 | 0.8 | -3.1 | 2 | -19 | -16 | 1 | -0.5 | -1.3 | 1 |
| CCC(=Nc1cccc(C(F)(F)F)c1)c1c(O)n(C)c(=O)n(C)c1=O | 1.5 | 0.2 | 4 | -12 | 1 | 3 | -0.4 | 1.1 | 2 |

Later entries
SMILES | TcdB GH inh | BoNT A protease | PrPC surface inh | Anthrax LF inh2 | SSB-PriA inh | 3CLpro inhibitor | Vc quorum ag | PfHsp40 yeast | Y pestis TopoI
CC(C)(CC(=O)c1ccccc1)CC(=O)c1ccccc1 | 1.4 | -0.3 | 3 | -3 | -16 | . | -1.2 | 0.3 | 15
CCOC(=O)CC(=O)CSc1nc2ccc(OC)cc2cc1C | 1.7 | -0.7 | -2 | 3 | -11 | -1 | -0.6 | -0.7 | 33
COc1ccc(NC(=O)Nc2nnc(-c3ccccc3F)s2)cc1 | 0.6 | -0.6 | 10 | -4 | -8 | 0 | i | -0.4 | 4
COc1ccc(CN2CCNC(=O)C2CC(=O)NCCN2CCCCC2=O)c(F)c1 (stereo not given) | -2.9 | -1.3 | 2 | 3 | -3 | -2 | i | -0.4 | 1
CC(NS(C)(=O)=O)C(c1cccs1)N1CCN(c2ccccc2F)CC1 (stereo not given) | . | -0.1 | -3 | 0 | 5 | 4 | i | 0.0 | 4
Cc1cc(C)cc(NC(=S)Nc2cccc3ccccc23)c1 | -4.1 | 1.2 | 4 | 3 | -3 | 7 | -0.3 | -1.4 | 16
O=C(Cn1cnc2ccccc21)c1ccc(Cl)cc1 | 0.0 | . | -1 | . | -20 | 1 | -0.4 | 1.8 | 1
COc1nc(-c2ccccc2)ccc1-c1noc(-c2ccco2)n1 | . | 0.0 | -3 | -2 | -4 | 1 | i | -1.0 | -2
CC(C)(C)c1nnc2sc(SCC(O)=C(C#N)c3nc4ccccc4[nH]3)nn2c1=O | -0.7 | 0.5 | 1 | -3 | 0 | . | 1.6 | -1.8 | -6
COc1cc(-c2nc(S(=O)(=O)c3ccccc3)c(N3CCOCC3)o2)cc(OC)c1OC | . | -2.7 | 1 | -12 | -5 | -3 | -0.3 | 0.8 | 8
Cn1cccc1CNCCc1ccccc1F | . | 1.2 | -3 | -8 | -7 | -3 | -0.7 | 1.7 | 6
CCOc1cc(OCC)c(C(C)=O)cc1OCC | -0.9 | -0.8 | -6 | 0 | 1 | . | -0.3 | -1.3 | 0
Cc1cccc(NC(=O)c2ccc3c(c2)C(=O)N(Cc2cccnc2)C3=O)c1C | -1.3 | 1.7 | -2 | -4 | -6 | 2 | i | 0.6 | 14
O=C(O)c1ccc(NS(=O)(=O)c2ccc3c(c2)C(=O)c2cc(S(=O)(=O)Nc4ccc(C(=O)O)cc4)ccc2-3)cc1 | . | -0.8 | -22 | -1 | -13 | 5 | -0.5 | 1.0 | 0
O=C(c1ccc(N2CCCC2=O)cc1)N1CCN(c2ccccc2F)CC1 | 0.4 | 2.6 | -3 | 1 | 1 | -5 | -0.3 | -1.1 | 9
CCC(C(=O)OCC(=O)Nc1ccc(C)c(S(=O)(=O)N2CCOCC2)c1)c1ccccc1 (stereo not given) | 1.0 | . | 0 | . | -1 | . | -0.7 | 0.5 | 7
O=C(C[n+]1cc(-c2ccc(Cl)cc2)n2c1CCC2)N1c2ccccc2Sc2ccccc21 | . | -0.5 | 4 | -2 | 18 | -3 | i | 2.3 | 2
CCCSc1ccc([C@H]2N[C@@](Cc3ccccc3)(C(=O)OC)[C@H]3C(=O)N(C)C(=O)[C@@H]23)cc1 | 2.2 | -0.7 | -7 | 0 | -14 | . | -0.6 | 1.0 | 5
Cc1ccc(C(C)C)c(OCCN2CCc3ccccc3C2)c1 | 1.4 | -3.2 | -7 | -10 | -14 | -6 | -0.4 | 0.3 | 41
COc1ccc(C(=O)Nc2ccccc2C(=O)Nc2cc(C)ccn2)cc1 | 0.5 | -0.6 | 2 | -15 | -8 | 0 | -1.2 | -1.6 | -1
C=C1CC[C@H](O)C/C1=C/C=C1\CCC[C@]2(C)[C@@H]([C@H](C)/C=C/[C@H](C)C(C)C)CC[C@@H]12 | -0.3 | 0.3 | 9 | -12 | -5 | . | -0.2 | 0.8 | 3
O=C(CCNC(=O)c1ccco1)Nc1nc2ccccc2s1 | 0.7 | -2.7 | -3 | -1 | -4 | . | i | -2.0 | 3
COC(=O)C1=C(c2ccc(OC(F)(F)F)cc2)C[C@@H]2CC[C@H]1N2C(=O)NC1CCCCC1 | -2.9 | 0.5 | 20 | 1 | 8 | . | i | 8.2 | 25
CC(=O)Nc1cc(-c2ccccc2CN(C)C)cn2c(-c3ccc(F)c(Cl)c3)cnc12 | -6.6 | 0.0 | -7 | -2 | . | . | -4.0 | . | 2
S=c1[nH]nc(-c2cc(-c3ccco3)[nH]n2)n1-c1ccccc1 | . | 1.1 | -1 | -5 | -10 | 3 | i | 0.0 | 0
CC(C)(C)C(=O)NC(=S)Nc1ccc(C(F)(F)F)cc1 | -0.6 | -0.5 | -4 | 0 | -15 | 5 | -0.9 | -0.7 | 3

Screens from PubChem BioAssay.

Some of the compounds tested; the hit share may differ from the screen's.
